# Caspase-1 inhib: allosteric or competitive inhibitors of human caspase-1. P29466. Caspase-1 enzyme, Ac-WEHD-AFC fluorogenic rate. Potency, µM (titrated, usually from 57.5 µM), for the others: at the highest dose activity change, negative = inhibition, actives largely listed as inhibitors. 75,000 tested, 0.03% active;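 note: potency is the fitted concentration of half-maximal effect; plate controls were vehicle for no effect and no substrate for full effect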
# Target sequence (P29466 120-297 limits assumed): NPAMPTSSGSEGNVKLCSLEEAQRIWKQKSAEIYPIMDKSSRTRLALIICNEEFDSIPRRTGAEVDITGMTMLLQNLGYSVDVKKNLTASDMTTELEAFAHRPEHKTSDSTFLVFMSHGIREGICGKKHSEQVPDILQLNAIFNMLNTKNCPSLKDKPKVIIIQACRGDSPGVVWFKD
# Target sequence (P29466 317-404 limits assumed): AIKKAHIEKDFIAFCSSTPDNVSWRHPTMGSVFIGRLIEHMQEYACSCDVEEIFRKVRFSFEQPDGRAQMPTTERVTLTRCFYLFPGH
# BRCT PPI red: inhibitors of human BRCA1 BRCT-phosphoprotein interaction (red fluorophore) | P38398 | BRCT-phosphopeptide binding, red fluorescence polarization | Potency, µM (doses to about 76.9 µM), without a hit: top-dose activity change, negative = inhibition, most hits filed as inhibitors | 75,000 tested, 0.03% active | AID 892; note: % is set by controls: 0 for no effect and ±100 for the full control effect
#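 Rhodamine-labelled pBACH1 10-mer (100 nM) bound to BRCT domain (100 nM) at pH 7.3; compounds incubated 12 min room temperature, polarization read. Free peptide defines full inhibition; unlabelled decapeptide titrated as control.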
# BRCT inh green: BRCA1 BRCT-phosphoprotein interaction inhibition; P38398; BRCA1 BRCT-phosphopeptide binding, green fluorescence polarization; Potency, µM (titrated, usually from 76.9 µM), without a hit: top-dose activity change, negative = inhibition, actives largely listed as inhibitors; 75,000 tested, 0.05% active; AID 875;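 note: potency is the fitted concentration of half-maximal effect; plate controls were peptide without protein for full effect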
#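 Fluorescence polarization: His-tagged BRCT (~35 kDa BRCA1 C-terminus, 250 nM) bound to 100 nM fluorescein-labeled phosphorylated 10-aa BACH1 peptide, pH 7.3 phosphate buffer with DTT and Tween 20. Compounds incubated 12 min at room temperature; inhibition read as lowered polarization.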
# Caspase-7 inhib: caspase-7 (human) inhibition, allosteric or competitive; AID 889; P55210; 75,000 tested, 0.02% active; Potency, µM (series often up to 57.5 µM), for inactives: at the highest dose activity change, negative = inhibition, actives largely listed as inhibitors; recombinant caspase-7, Ac-DEVD-AFC fluorescence rate; active = well fitted inhibition curve with a large enough effect in the main read-out, with a control signal flat, not every such curve was filed as active; inconclusive = small, poorly fitted or top-dose-only effect, or a change in a side signal; note: potency is the fitted concentration of half-maximal effect; % of control where 0% means no effect
# Target sequence (P55210 24-198 limits assumed): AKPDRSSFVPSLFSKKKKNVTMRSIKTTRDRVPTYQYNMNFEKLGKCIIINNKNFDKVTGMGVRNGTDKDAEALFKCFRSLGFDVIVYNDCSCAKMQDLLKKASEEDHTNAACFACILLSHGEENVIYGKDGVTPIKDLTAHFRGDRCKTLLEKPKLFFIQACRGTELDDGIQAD
# Target sequence (P55210 207-303 limits assumed): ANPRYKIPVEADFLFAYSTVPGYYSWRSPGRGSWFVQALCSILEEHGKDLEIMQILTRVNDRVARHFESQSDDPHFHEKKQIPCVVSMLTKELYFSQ
# HEK293 cAMP ctrl: raises cAMP in parental HEK293 cells, TSHR agonist counter-screen; parental HEK293 CNG cAMP sensor, membrane potential fluorescence; 73,000 tested, 2.5% active; Potency, µM (series often up to 57.1 µM), for inactives: top-dose activation, actives largely listed as activators; note: potency is the fitted concentration of half-maximal effect; % of control where 0% means no effect; nearly all actives have a fitted effect of over 55% in size
#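 Parental HEK 293 cells stably expressing a modified CNG channel (no TSHR) report cAMP rise as membrane depolarization. Membrane potential dye with 100 uM RO 20-1724 was loaded for 60 min at room temperature, then compound added for 30 min; fluorescence read at 590 nm.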
# Numbers without * were called inactive; ? = inconclusive; / = not tested or not shown; [ ] = remark or other dose. Unless noted, calls come from the whole dose curve; as a rule, active = well fitted curve in the direction sought with a large enough effect; inconclusive = small, poorly fitted or top-dose-only effect, or another doubt; inactive = no such curve, though single readings can be large; an effect the other way counts as inactive or inconclusive. Not all compounds are listed (hit frequency here may not be typical).
# Each structure is followed by: Caspase-1 inhib | BRCT PPI red | BRCT inh green | Caspase-7 inhib | HEK293 cAMP ctrl
CC(C)C[C@@H](CC(=O)N[C@@H](CCC(=O)O)CC(=O)O)NC(=O)[C@@H]1CCCC[C@H]1NC(=O)C[C@@H](NC(=O)C[C@H](Cc1ccccc1)NC(=O)[C@@H]1CCCC[C@H]1N)C(C)C
    / | / | / | / | 30.8%
CC(C)C[C@@H](CC(=O)N[C@@H](CCCN)CC(=O)N[C@@H]1CCNC[C@H]1C(=O)N[C@H](CC(=O)N[C@@H](CCC(=O)O)CC(=O)O)CC(C)C)NC(=O)[C@@H]1CCCC[C@H]1N
    / | / | / | / | 8.6%
NCCC[C@@H](CC(=O)N[C@@H]1CCNC[C@H]1C(=O)N[C@H](CC(=O)N[C@@H](CCC(=O)O)CC(=O)O)Cc1c[nH]c2ccccc12)NC(=O)C[C@H](Cc1c[nH]c2ccccc12)NC(=O)[C@@H]1CCCC[C@H]1N
    / | / | / | / | 17.8%
CC(C)C[C@@H](CC(=O)N[C@@H](CCC(=O)O)CC(=O)O)NC(=O)[C@@H]1CCCC[C@H]1NC(=O)C[C@@H](NC(=O)C[C@H](Cc1c[nH]c2ccccc12)NC(=O)[C@@H]1CCCC[C@H]1N)C(C)C
    / | / | / | / | -51.9%[inhibitor]
CC(C)C[C@@H](CC(=O)N[C@@H](CCC(=O)O)CC(=O)O)NC(=O)[C@@H]1CCCC[C@H]1NC(=O)C[C@@H](NC(=O)C[C@H](Cc1c[nH]c2ccccc12)NC(=O)[C@@H]1CNCC[C@H]1N)C(C)C
    / | / | / | / | 13.2%
NCCC[C@@H](CC(=O)N[C@@H]1CCNC[C@H]1C(=O)N[C@H](CC(=O)N[C@@H](CCC(=O)O)CC(=O)O)Cc1c[nH]c2ccccc12)NC(=O)C[C@H](Cc1ccccc1)NC(=O)[C@@H]1CCCC[C@H]1N
    / | / | / | / | 1.0%
CC(C)[C@@H](CC(=O)N[C@@H]1CCNC[C@H]1C(=O)N[C@H](CC(=O)N[C@@H](CCC(=O)O)CC(=O)O)Cc1c[nH]c2ccccc12)NC(=O)C[C@H](Cc1ccccc1)NC(=O)[C@@H]1CCCC[C@H]1N
    / | / | / | / | 0.9%
COC(=O)[C@@H]1C[C@@]2(O)[C@H](O)[C@H](O)[C@H](O)C[C@H]2N1CC(c1ccccc1)c1ccccc1
    0.9% | -0.8% | -3.1% | 0.7% | /
O=C(O)c1cc(C(F)(F)F)nc2ccccc12
    2.8% | -0.7% | -2.7% | 0.0% | /
COC(=O)c1cccc(C23CC4(C2)[C@H](CN(CC2CCCCC2)[C@@H]4c2ccccc2)C3c2ccc(C(F)(F)F)cc2)c1 (stereo not given in full)
    -0.5% | 2.2% | 1.4% | -0.9% | /
COC(=O)c1cccc(C23CC4(C2)[C@H](CN(CC2CCCCC2)[C@@H]4c2ccccc2)C3c2ccc(Cl)nc2)c1 (stereo not given in full)
    0.3% | 0.2% | 1.9% | -1.8% | /
N#Cc1ccc(C23CC4(C2)[C@H](CN(Cc2ccc(C(F)(F)F)cc2)[C@@H]4c2ccccc2)C3c2ccc(Cl)nc2)cc1 (stereo not given in full)
    -2.3% | -1.8% | -0.5% | -1.3% | /
CC(C)Cn1c(N)c(C(=O)COC(=O)c2cc(C(F)(F)F)nc3ccccc23)c(=O)n(C)c1=O
    -3.3% | 0.7% | 9.9% | -5.7% | /
Clc1ccc(C2[C@H]3CN(Cc4cccnc4)[C@H](c4ccccc4)C34CC2(c2cccnc2)C4)cn1 (stereo not given in full)
    -2.3% | -0.8% | 1.4% | -1.9% | /
Cc1ncc(CO)c(C=O)c1O
    1.1% | 0.4% | 0.0% | 0.0% | /
CN1C[C@@H]2C(c3ccccc3)C3(c4ccccc4)CC2(C3)[C@H]1c1ccccc1 (stereo not given in full)
    6.8% | -0.1% | 1.3% | 2.0% | /
CCC1=C2CC[C@H]3C(=O)N(CC)C(=O)[C@H]3[C@H]2[C@@]2(Cc3ccccc3)C(=NCC3CC3)OC(=O)N2C1=O
    -0.3% | -1.8% | -2.8% | -1.3% | /
Cn1c(N)c(C(=O)COC(=O)c2cc(-c3ccco3)nc3ccccc23)c(=O)n(Cc2ccccc2)c1=O
    -7.1% | -0.2% | 4.0% | -13.9% | /
O=C(/C=C/c1ccc2c(c1)OCO2)c1cccs1
    ? | -0.9% | 0.0% | ? | /
COC(=O)[C@@H]1C[C@H]2CC[C@H](O)C[C@H]2N1Cc1ccc(-c2ccccc2)cc1
    -1.9% | 1.0% | -0.3% | -2.3% | /
CN(C)/C=N/c1cc(=O)[nH]c(=O)n1Cc1ccccc1
    -2.6% | 1.1% | -1.5% | 0.1% | /
CC(C)Cn1c(N)c(C(=O)COC(=O)c2cc(C3CC3)nc3ccccc23)c(=O)n(C)c1=O
    -6.5% | 0.2% | 0.1% | -4.3% | /
CC(C)CCCC(C)C1CCC2C3CC=C4CC(O)CCC4(C)C3CCC12C (stereo not given)
    0.9% | 0.1% | -3.2% | 0.6% | /
CC(=O)OC1CCC2(C)C(CCC3(C)C2C(=O)C=C2C4CC(C)(C(=O)OCCN5CCCCC5)CCC4(C)CCC23C)C1(C)C (stereo not given)
    1.0% | 0.5% | 0.1% | 1.1% | /
COc1ccc(C2OCC3(COC(C)=O)C(C)C=C(C)C2C3C)cc1 (stereo not given)
    -2.6% | -0.4% | 0.9% | 0.1% | /
Clc1ccc(C2[C@H]3CN(CC4CCCCC4)[C@H](c4ccccc4)C34CC2(c2ccccc2)C4)cn1 (stereo not given in full)
    -0.8% | -0.7% | 2.3% | -0.9% | /
O=C(Cc1ccc(Cl)cc1)c1c(O)cc(O)cc1O
    -1.5% | -2.9% | -2.2% | -0.9% | /
CCC1=C(OC(=O)N(CC)CC)N2C(=O)OC(=NCc3ccccc3)[C@]2(C)[C@H]2C1=CC[C@H]1C(=O)N(CC)C(=O)[C@H]12
    -2.8% | -1.2% | -0.3% | -2.0% | /
COC(=O)[C@@H]1C[C@H]2CC[C@H](O)C[C@H]2N1Cc1ccccc1OC(=O)c1cccs1
    -1.9% | -0.6% | 2.2% | -2.4% | /
CC(=O)Nc1ccc(-c2nc3ccc(Cl)cc3[nH]2)cc1
    2.3% | 1.8% | -3.5% | -0.8% | /
COC(=O)[C@H]1C[C@H]2CC[C@H](O)C[C@H]2N1Cc1c(F)cccc1Cl
    -4.3% | -1.1% | 2.5% | -2.3% | /
CCC1=C2CC[C@H]3C(=O)N(C)C(=O)[C@H]3[C@H]2[C@@]2(Cc3ccccc3)C(=NCCOC)OC(=O)N2C1=O
    0.2% | 1.0% | 2.4% | -0.2% | /
CC1=CC(=O)[C@@H]2C[C@H]1C2(C)C
    -2.9% | 1.3% | -2.8% | 4.3% | /
Cn1c(=O)cc(N)n(Cc2ccccc2)c1=O
    0.1% | -4.4% | -3.8% | -1.6% | /
O=c1[nH]c(=O)n([C@@H]2O[C@H](CO)[C@@H](O)[C@H]2O)cc1F
    0.5% | -1.1% | -2.1% | 0.0% | /
FC(F)(F)c1ccc(C2[C@H]3CN(CC4CCCCC4)[C@H](c4ccccc4)C34CC2(c2ccccc2)C4)cc1 (stereo not given in full)
    -8.0% | -2.0% | 3.7% | -1.8% | /
Nc1cc(=O)[nH]c(=O)n1CC1CC1
    -0.6% | 0.8% | -3.6% | -2.0% | /
O=C(O)C1(O)C[C@H](O)C(O)[C@@H](O)C1 (stereo not given in full)
    0.2% | -0.3% | -1.1% | 0.2% | /
CCC1=C(OC(=O)N(CC)CC)N2C(=O)OC(=NCC3CC3)[C@]2(C)[C@H]2C1=CC[C@H]1C(=O)N(CC)C(=O)[C@H]12
    -2.0% | 0.5% | -2.4% | -3.1% | /
Cc1ccc2oc(=O)c3c4cc(O)c(O)cc4oc3c2c1
    -8.5% | -1.1% | -3.9% | -7.1% | /
Cn1c(N)c(C(=O)COC(=O)c2cc(-c3ccccc3)nc3ccccc23)c(=O)n(C)c1=O
    -4.8% | -0.7% | 0.5% | -2.7% | /
COC(=O)[C@@H]1C[C@@]2(O)[C@H](O)[C@H](O)[C@H](O)C[C@H]2N1CC1CC1
    1.6% | 0.0% | -3.4% | -1.4% | /
CCC1=C2CC[C@H]3C(=O)N(C)C(=O)[C@H]3[C@H]2[C@@]2(C)C(=NCC(=O)OC)OC(=O)N2C1=O
    -2.3% | 0.7% | -0.1% | -0.8% | /
CCC1=C2CC[C@H]3C(=O)N(CC(=O)OC)C(=O)[C@H]3[C@H]2[C@@]2(C)C(=O)N(CC3CC3)C(=O)N2C1=O
    0.9% | -1.4% | -3.8% | -1.6% | /
CCC1=C(OC(=O)N(CC)CC)N2C(=O)OC(=NCCc3c[nH]c4ccccc34)[C@]2(C)[C@H]2C1=CC[C@H]1C(=O)N(C)C(=O)[C@H]12
    -2.4% | -2.2% | -2.2% | -2.1% | /
OCC1OC(Oc2cccc3cccnc23)C(O)C(O)C1O (stereo not given)
    1.7% | 0.9% | -2.1% | 0.2% | /
CC1C(=O)OC2CC34C5CC(C(C)(C)C)C36C(OC(=O)C6O)OC4(C(=O)O5)C21O (stereo not given)
    1.4% | 0.3% | 0.1% | 1.7% | /
CCC1=C2CC[C@H]3C(=O)N(c4ccccc4)C(=O)[C@H]3[C@H]2[C@@]2(Cc3ccccc3)C(=O)N(CC(=O)OC)C(=O)N2C1=O
    -0.8% | -2.7% | -1.9% | -3.9% | /
C=C(CO)C1Cc2c(ccc3c2OC2COc4cc(OC)c(OC)cc4C2C3=O)O1 (stereo not given)
    0.5% | -1.1% | -1.1% | 0.1% | /

# Already shown: an excerpt of the list.
# Each structure is followed by: Caspase-1 inhib | BRCT PPI red | BRCT inh green | Caspase-7 inhib | HEK293 cAMP ctrl
Cn1c(N)c(C(=O)COC(=O)c2cc(-c3ccccc3)nc3ccccc23)c(=O)n(C)c1=O
    -4.8% | -0.7% | 0.5% | -2.7% | /
COC(=O)[C@@H]1C[C@@]2(O)[C@H](O)[C@H](O)[C@H](O)C[C@H]2N1CC1CC1
    1.6% | 0.0% | -3.4% | -1.4% | /
CCC1=C2CC[C@H]3C(=O)N(C)C(=O)[C@H]3[C@H]2[C@@]2(C)C(=NCC(=O)OC)OC(=O)N2C1=O
    -2.3% | 0.7% | -0.1% | -0.8% | /
CCC1=C2CC[C@H]3C(=O)N(CC(=O)OC)C(=O)[C@H]3[C@H]2[C@@]2(C)C(=O)N(CC3CC3)C(=O)N2C1=O
    0.9% | -1.4% | -3.8% | -1.6% | /
CCC1=C(OC(=O)N(CC)CC)N2C(=O)OC(=NCCc3c[nH]c4ccccc34)[C@]2(C)[C@H]2C1=CC[C@H]1C(=O)N(C)C(=O)[C@H]12
    -2.4% | -2.2% | -2.2% | -2.1% | /
OCC1OC(Oc2cccc3cccnc23)C(O)C(O)C1O (stereo not given)
    1.7% | 0.9% | -2.1% | 0.2% | /
CC1C(=O)OC2CC34C5CC(C(C)(C)C)C36C(OC(=O)C6O)OC4(C(=O)O5)C21O (stereo not given)
    1.4% | 0.3% | 0.1% | 1.7% | /
CCC1=C2CC[C@H]3C(=O)N(c4ccccc4)C(=O)[C@H]3[C@H]2[C@@]2(Cc3ccccc3)C(=O)N(CC(=O)OC)C(=O)N2C1=O
    -0.8% | -2.7% | -1.9% | -3.9% | /
C=C(CO)C1Cc2c(ccc3c2OC2COc4cc(OC)c(OC)cc4C2C3=O)O1 (stereo not given)
    0.5% | -1.1% | -1.1% | 0.1% | /
